Assay outcomes as filed in PubChem.
OXTR ag – activates the human oxytocin receptor; P30559; CHO-OTR cells, Fluo-8 calcium fluorescence; normalized: DMSO 0%, oxytocin 100%; activation, % at 3 µM; 0.32% of 320,000 active;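 active = activation above the mean of all tested compounds plus 3 SD, cutoff set per screening run, cut at about 20% in these data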;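 note: peak over basal fluorescence ratio from a 100 s FLIPR kinetic read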
TAAR1 antagonist – human TAAR1 antagonism; Q96RJ0; CHO RD-HGA16 TAAR1, Fluo-8 calcium fluorescence, antagonist; inhibition, % at 3 µM; 1.5% of 360,000 active;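 active = inhibition above a per-plate cutoff, the mean inhibition of test compounds on that plate plus 3 SD, cut at about 49% in these data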;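 note: 0% = DMSO plus EC80 beta-PEA response and 100% = DMSO alone without agonist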
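Test system: hTAAR1-expressing CHO RD-HGA16 cells, Gα16-coupled; Probe or stimulus: EC80 β-phenethylamine stimulus; Compound dosing: single nominal final test compound concentration of 3 µM; Timing: 140 s kinetic read after compound, 140 s after agonist; Signal: Fluo-8 calcium-sensitive fluorescence; Measure: % inhibition of agonist calcium response; Controls: DMSO and EC80 PEA controls.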
OXTR potentiator – potentiates the human oxytocin receptor response; P30559; CHO-OTR cells, Fluo-8 calcium fluorescence, potentiator mode; 0% = oxytocin EC15, 100% = EC100; activation, % at 3 µM; 0.061% of 320,000 active; AID 2445;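 active = activation above that plate's cutoff, the mean activation of tested compounds plus 3 SD, cut at about 6.6% in these data, passing the limit was not always enough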;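 note: 100% uses oxytocin at 75 nM as the full agonist control; some results filed as inactive read as strong as hits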
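System: human OTR in CHO cells; Also added: sub-maximal oxytocin, roughly EC15; Timing: compound 6 min at room temperature before oxytocin, 100 s read; Technique: Fluo-8 intracellular calcium fluorescence, ex 470-495, em 515-575 nm; Controls: oxytocin EC15 low and EC100 high; Replication: singlicate.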
V1aR counter – V1a receptor agonism, counter-screen for OXTR agonists | P37288 | CHO-V1R cells, Fluo-8 calcium fluorescence, agonist mode; 0% DMSO, 100% 3 nM vasopressin | activation, % at 3 µM | 0.25% of 320,000 active | AID 2797;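 active = activation above the mean activation of all tested compounds plus 3 SD, per screening run, cut at about 20% in these data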;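 note: signal is peak over basal fluorescence ratio across a 100 second FLIPR read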
Target sequence (P37288 whole entry, looked up): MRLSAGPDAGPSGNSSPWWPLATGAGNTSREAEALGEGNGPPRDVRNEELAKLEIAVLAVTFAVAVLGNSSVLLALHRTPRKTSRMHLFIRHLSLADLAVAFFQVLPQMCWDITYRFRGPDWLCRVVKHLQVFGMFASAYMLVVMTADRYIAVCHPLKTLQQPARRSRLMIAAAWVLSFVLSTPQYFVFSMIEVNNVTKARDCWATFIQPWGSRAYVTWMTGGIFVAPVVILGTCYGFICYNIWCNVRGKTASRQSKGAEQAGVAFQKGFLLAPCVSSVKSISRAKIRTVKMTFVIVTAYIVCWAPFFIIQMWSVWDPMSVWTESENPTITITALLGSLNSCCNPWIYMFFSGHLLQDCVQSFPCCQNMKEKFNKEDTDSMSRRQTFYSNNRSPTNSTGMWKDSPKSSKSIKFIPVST
TAAR1 agonist – human TAAR1 agonism. CHO RD-HGA16 TAAR1, Fluo-8 calcium fluorescence; vehicle wells 0%, saturating PEA agonist 100%. activation, % at 3 µM. 0.99% of 360,000 active;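 active = activation above the mean activation of all test compounds in the run plus 3 SD, cut at about 38% in these data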
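Test system: RD-HGA16 (CHO) cells co-expressing Gα16 and hTAAR1 | Doses: Single dose, 3 µM | Schedule: 17-24 h seeding, 75 min 37 °C dye, 30 min RT | Evaluation: % activation from peak over basal fluorescence ratio, DMSO-to-PEA scaled | Technique: Kinetic Fluo-8 calcium fluorescence | Benchmarks: Low control DMSO, high control PEA (EC100)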
CHRM1 antagonist – blocks human M1 muscarinic receptor; P11229; CHO-K1 hM1, Fluo-8 calcium fluorescence, ACh EC80 antagonist; inhibition, % at 3 µM; 1.3% of 360,000 active;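 active = percent inhibition above its own plate's cutoff, namely the mean of that plate's compound wells plus 3 SD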;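 note: peak over basal fluorescence ratio during 140 s after agonist addition; 0% = ACh EC80 plus DMSO and 100% = DMSO alone without agonist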
Target sequence (P11229 whole entry, looked up): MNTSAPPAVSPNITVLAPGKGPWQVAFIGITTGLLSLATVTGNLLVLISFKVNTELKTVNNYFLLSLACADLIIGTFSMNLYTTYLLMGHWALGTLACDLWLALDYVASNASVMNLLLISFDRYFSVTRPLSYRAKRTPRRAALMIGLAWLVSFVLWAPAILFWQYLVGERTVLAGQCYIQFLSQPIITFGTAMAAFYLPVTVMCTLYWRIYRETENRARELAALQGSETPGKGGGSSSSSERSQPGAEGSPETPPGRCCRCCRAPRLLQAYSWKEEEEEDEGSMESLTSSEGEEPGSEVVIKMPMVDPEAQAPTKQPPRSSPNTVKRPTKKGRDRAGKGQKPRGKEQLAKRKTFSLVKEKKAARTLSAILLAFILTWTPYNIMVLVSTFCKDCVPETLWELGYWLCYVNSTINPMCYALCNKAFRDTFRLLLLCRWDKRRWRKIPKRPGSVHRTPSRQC
M1 PAM – human CHRM1 positive allosteric modulation | CHO-K1 hM1, Fluo-8 calcium fluorescence, ACh EC20; 0% = ACh EC20, 100% = maximal ACh | activation, % at 3 µM | 0.088% of 360,000 active | AID 588819; in the data active = activation above about 19%, passing the limit was not always enough
CHO parental Ca – counter-screen: ATP calcium response change in parental CHO cells | parental CHO-K1, ATP-induced calcium, Fluo-8 fluorescence | inhibition, % at 5.6 µM | 0.63% of 330,000 active;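 active = inhibition above that plate's mean sample inhibition plus 3 SD, cut at about 26% in these data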;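 note: 0% = ATP-challenged DMSO wells and 100% = DMSO wells without ATP; some compounds past the cut are filed as inactive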
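material = parental CHO cells | also added = ATP as calcium-mobilizing challenge | dosing = single point at 5.6 µM | detection = intracellular calcium via Fluo-8 no-wash fluorescent dye | read-out = % inhibition | benchmarks = low control ATP plus DMSO, high control DMSO only | repeats = one well per compound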
CHRM1 agonist – activates human CHRM1 receptor; P11229; 0.33% of 360,000 active; CHO-K1 hM1, Fluo-8 calcium fluorescence, agonist mode; 0% DMSO, 100% acetylcholine EC100; activation, % at 3 µM;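 active = activation above the run's mean compound activation plus 3 SD, cut at about 16% in these data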;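 note: peak over basal fluorescence ratio within a 140 s kinetic read after compound addition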
The depositor's hits bear a star; x = no result given. No enrichment for hits; any-hit rate near 3.7%.

SMILES	OXTR ag	TAAR1 antagonist	OXTR potentiator	V1aR counter	TAAR1 agonist	CHRM1 antagonist	M1 PAM	CHO parental Ca	CHRM1 agonist
O=C(NNS(=O)(=O)c1ccc(F)cc1)C1CCN(Cc2cccc(F)c2)CC1	0.1	0	-2	-0.7	4	10	-17	-16	-13
COc1ccc(S(=O)(=O)Nc2ccc(F)c(F)c2)cc1C(=O)N1CCOCC1	0.6	-2	-9	0.1	-1	-6	2	-6	-4
Cc1ccc(OCc2cc(C(=O)N(C)Cc3cnn(-c4ccccc4C)c3)no2)cn1	7.7	14	-14	10	6	5	-12	20	2
COC(=O)Cc1[nH]nc2c1C(c1c[nH]c3ccccc13)C(C#N)=C(N)O2 (stereo not given)	-0.2	16	-9	-0.3	1	-4	6	-2	-4
CC(C)CC(COCc1ccc(Cl)cc1)N1CCN(C(=O)c2ccc(Cl)cc2Cl)CCC1=O (stereo not given)	-0.9	17	-7	1.2	6	8	1	-24	-4
Cc1ccc(S(=O)(=O)N2CCC(C(=O)Nc3nnc(C4CCCC4)s3)CC2)cc1	-0.1	-19	-3	-0.8	9	-30	9	-13	-2
CN(CC(=O)N1CCN(c2ccc(F)cc2)CC1)S(=O)(=O)c1ccc2c(c1)c(=O)n(C)c(=O)n2C	-0.4	-5	-2	-0.5	6	2	8	-3	5
C[C@H](CO)N1C[C@H](C)[C@@H](CN(C)Cc2cccnc2)Oc2ncc(-c3cccc(C#N)c3)cc2C1=O	x	-3	x	x	1	-2	-2	x	-11
NS(=O)(=O)c1ccc(NC2=CC(c3ccc(F)cc3)N(c3ccc(S(N)(=O)=O)cc3)C2=O)cc1 (stereo not given)	0.7	2	3	-0.6	3	-23	2	-15	-1
CCOC(=O)c1ccc(-c2c(-c3ccccc3OC)oc3ccccc23)cc1F	0.8	-21	-6	1.5	2	-5	-1	-22	-3
CCOC(=O)C1CCCN(C(=O)c2ccc(Cn3c(=S)[nH]c4cc(C(=O)OC)ccc4c3=O)cc2)C1 (stereo not given)	-0.5	-44	-6	0.7	7	-22	13	-24	12
CN1c2ccsc2/C(=N/Nc2ccc(F)cc2)CS1(=O)=O	3.6	29	-20	0.2	44*	1	9	-1	-7
Cc1ccc(OC(=S)Nc2ccccc2)c(C)c1	2.1	-1	5	1.0	10	-5	9	-4	-4
O=C(c1cc2nc(-c3ccccc3)cc(C(F)(F)F)n2n1)N1CCOCC1	-0.1	x	-3	-0.2	x	-9	10	-10	-4
CC1(C)CC(NC(=S)Nc2ccc([N+](=O)[O-])cc2)CC(C)(C)N1	0.6	-5	-5	0.1	0	-5	2	5	-5
CC(=O)Nc1nc(C)nc(C)c1C(C)=O	0.5	7	-15	0.2	5	-8	5	-12	-4
O=C(NCc1cccnc1)c1ccc2c(c1)C(=O)N(Cc1ccccc1)C2=O	1.9	-12	-3	3.4	16	-6	6	-5	-2
CN(C)S(=O)(=O)c1ccc(NC(=O)c2c(F)cccc2Cl)cc1	3.0	10	-6	3.2	12	12	-8	-3	-4
CC(C)C1CC(O)(C2(O)CCCCC2)ON1 (stereo not given)	-0.6	-3	2	-0.6	9	-19	0	-7	-2
Cc1cccc(C(=O)NCC(=O)OCC(=O)N2CCCCC2)c1	0.2	0	-16	1.4	4	2	4	-5	-1
CCc1ccc(/C=N/NC(=O)c2ccc(OC3CCCC3)cc2)s1	-0.8	20	-3	0.2	-3	-19	3	-7	1
Cc1cc(N2C(=O)C(O)=C(C(=O)c3ccc(C)o3)C2c2cccs2)no1 (stereo not given)	0.1	-25	-9	-0.8	-3	6	6	-14	-2
CC1Cc2ccccc2N1S(=O)(=O)c1ccc(Cl)nc1 (stereo not given)	-2.4	-11	0	-1.5	0	-7	4	-17	-6
O=C(NCCOc1cccnc1)c1ccc(OC2CCN(Cc3ccccn3)CC2)cc1	0.4	-23	-1	0.5	1	-2	-3	-7	-7
O=C(/C=C/c1cc(Br)ccc1F)OCC(=O)N1CCOCC1	0.4	8	-4	1.2	3	2	4	-1	-2
CC(=O)N1c2ccc(C)cc2C(c2ccccc2)CC1C (stereo not given)	-0.7	-7	-4	-1.5	3	0	2	-6	-1
CCOc1ccc(C(=O)Nc2cc(C)on2)cc1	-0.7	-10	-2	0.5	1	-3	8	-6	-5
Cc1ccc(S(=O)(=O)NC(=O)Nc2cc(C)on2)cc1	0.2	-9	-11	1.6	2	3	7	-9	-1
CC(C(=O)N1CCOCC1)N1c2cccc3cccc(c23)S1(=O)=O (stereo not given)	1.8	-18	-3	2.1	12	0	4	-5	-2
CN1CCN(CC(=O)Nc2nnc(-c3cccs3)s2)CC1	0.6	13	-9	0.1	0	1	6	-16	-6

Reprinted at random: 4 entries already listed
SMILES	OXTR ag	TAAR1 antagonist	OXTR potentiator	V1aR counter	TAAR1 agonist	CHRM1 antagonist	M1 PAM	CHO parental Ca	CHRM1 agonist
O=C(NCCOc1cccnc1)c1ccc(OC2CCN(Cc3ccccn3)CC2)cc1	0.4	-23	-1	0.5	1	-2	-3	-7	-7
CC1(C)CC(NC(=S)Nc2ccc([N+](=O)[O-])cc2)CC(C)(C)N1	0.6	-5	-5	0.1	0	-5	2	5	-5
Cc1ccc(OC(=S)Nc2ccccc2)c(C)c1	2.1	-1	5	1.0	10	-5	9	-4	-4
CCc1ccc(/C=N/NC(=O)c2ccc(OC3CCCC3)cc2)s1	-0.8	20	-3	0.2	-3	-19	3	-7	1

Full records, looked up by structure. Values in the order: OXTR ag, TAAR1 antagonist, OXTR potentiator, V1aR counter, TAAR1 agonist, CHRM1 antagonist, M1 PAM, CHO parental Ca, CHRM1 agonist
`CC(=O)N1c2ccc(C)cc2C(c2ccccc2)CC1C` (stereo not given) as listed: -0.7, -7, -4, -1.5, 3, 0, 2, -6, -1
`Cc1cc(N2C(=O)C(O)=C(C(=O)c3ccc(C)o3)C2c2cccs2)no1` (stereo not given) as listed: 0.1, -25, -9, -0.8, -3, 6, 6, -14, -2

(listing goes on)
SMILES	OXTR ag	TAAR1 antagonist	OXTR potentiator	V1aR counter	TAAR1 agonist	CHRM1 antagonist	M1 PAM	CHO parental Ca	CHRM1 agonist
c1ccc2cc(C3OCC4(CCCC4)CO3)ccc2c1	x	-29	x	x	7	-8	17	x	3
Cc1c(C(=O)Nc2ccccc2[N+](=O)[O-])csc1-c1ccccc1	-1.6	8	-9	-0.4	1	-3	3	-32	-7
O=C(Nc1ccccc1C(=O)N1CCN(c2ccccc2)CC1)c1ccco1	-0.9	10	-2	0.0	3	-9	5	-20	-2
CCn1c(SC(C)C(=O)NC2CCCC2)nc2cc(S(N)(=O)=O)ccc21 (stereo not given)	0.8	-10	-5	-0.5	2	3	5	-9	-2
CC(OC(=O)CCc1nc2ccccc2c(=O)[nH]1)C(=O)Nc1ncc(Cl)cc1Cl (stereo not given)	-0.2	0	-3	0.3	2	-5	4	-6	-10
Cc1ccc(S(=O)(=O)N2CCN(C(=O)CSc3nc4ccccc4o3)C2)cc1	8.2	35	-12	6.9	8	0	-5	-18	1
O=C(/C=C/c1ccccc1)Nc1cccc(S(=O)(=O)Nc2ccccc2F)c1	-1.8	43	-7	-0.3	9	14	-3	-11	-4
C[C@@H]1CN([C@H](C)CO)C(=O)c2cc(C#CC3CC3)cnc2O[C@H]1CN(C)S(C)(=O)=O	x	-6	x	x	0	2	-2	x	-8
CCOc1ccc(NC(=O)C2CCCN(C(=O)Nc3ccccc3)C2)cc1 (stereo not given)	-2.0	-6	-6	-0.3	4	-15	12	-16	-3
COc1ccc(C(NC(=O)c2c(F)c(F)c(F)c(F)c2F)c2ccccc2)cc1 (stereo not given)	-0.2	-6	-8	0.4	2	18	-20	-23	-15
COc1ccc(C(=O)NCC(=O)N=Nc2c(O)n(C)c3ccccc23)cc1OC	-1.3	-12	3	-0.5	4	-23	0	-23	-4
COc1cc(/C=C2/C(=N)N3C=CSC3=NC2=O)ccc1OCCCOc1ccccc1C	-1.7	64*	-2	-0.8	14	2	-3	-18	-5
NS(=O)(=O)c1ccc(NC(=O)CSc2n[nH]c(=O)n2C2CC2)cc1	2.1	-17	1	0.2	-1	-1	5	-7	-6
CC(C)NC(=O)C(=O)NCCCN1CCOCC1	-0.7	13	-4	1.0	4	-3	16	-11	-9
Cc1ccc(S(=O)(=O)NC(=O)C2(C)CCN2C(=O)Cc2ccc(-c3ccccc3)cc2)nc1 (stereo not given)	x	-12	x	x	3	9	-4	x	-1
O=C(NCc1ccc(F)cc1)c1cc(S(=O)(=O)N2CCCCC2)ccc1N1CCOCC1	-0.9	4	2	0.6	1	-3	2	-18	-6
CCOC(=O)c1ccc(S(=O)(=O)N2CCN(C(=O)c3cc(=O)c4ccccc4o3)CC2)cc1	-1.2	-5	-13	-1.2	0	-7	-1	-20	-13
O=C(O)CCCC(=O)OCCc1cc2ccccc2c(=O)o1	0.8	11	-9	0.5	3	-3	8	8	-6
CC(C)Cc1ccccc1S(N)(=O)=O	0.0	-1	-3	0.7	18	18	-11	-5	-4
